# RECQ1 helicase – RECQ1 (human) helicase inhibition; RECQ1 DNA unwinding, red fluorescence kinetic read; actives 0.54% (n = 240,000); P46063; AID 2549; Potency, µM (doses to about 57.3 µM), for the others: at the top dose activity, negative = inhibition, hits mostly inhibitors;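 further: plate controls were vehicle for no effect and no enzyme for full effect; nearly all actives have a fitted effect of over 30% in size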
#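 RECQ1T1 50 nM; forked duplex (20 bp + 30-nt ss tails) 200 nM, ATP 2 mM final; pH 8.0, 2 mM MgCl2, 2.5 ug/ml poly(dI-dC); 15 min compound preincubation; discontinuous kinetic read over 2 h at RT.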
# L3MBTL1 inh – L3MBTL1 (human) inhibition; Q9Y468; AlphaScreen L3MBTL1–H3K9me1 peptide binding; Potency, µM (titrated, usually from 57.1 µM), inactives show top-dose activity, negative = inhibition, usual class: inhibitors; actives 0.66% (n = 230,000); AID 485360; further: nearly all actives have a fitted effect of over 60% in size
# Target sequence (Q9Y468 whole entry, looked up): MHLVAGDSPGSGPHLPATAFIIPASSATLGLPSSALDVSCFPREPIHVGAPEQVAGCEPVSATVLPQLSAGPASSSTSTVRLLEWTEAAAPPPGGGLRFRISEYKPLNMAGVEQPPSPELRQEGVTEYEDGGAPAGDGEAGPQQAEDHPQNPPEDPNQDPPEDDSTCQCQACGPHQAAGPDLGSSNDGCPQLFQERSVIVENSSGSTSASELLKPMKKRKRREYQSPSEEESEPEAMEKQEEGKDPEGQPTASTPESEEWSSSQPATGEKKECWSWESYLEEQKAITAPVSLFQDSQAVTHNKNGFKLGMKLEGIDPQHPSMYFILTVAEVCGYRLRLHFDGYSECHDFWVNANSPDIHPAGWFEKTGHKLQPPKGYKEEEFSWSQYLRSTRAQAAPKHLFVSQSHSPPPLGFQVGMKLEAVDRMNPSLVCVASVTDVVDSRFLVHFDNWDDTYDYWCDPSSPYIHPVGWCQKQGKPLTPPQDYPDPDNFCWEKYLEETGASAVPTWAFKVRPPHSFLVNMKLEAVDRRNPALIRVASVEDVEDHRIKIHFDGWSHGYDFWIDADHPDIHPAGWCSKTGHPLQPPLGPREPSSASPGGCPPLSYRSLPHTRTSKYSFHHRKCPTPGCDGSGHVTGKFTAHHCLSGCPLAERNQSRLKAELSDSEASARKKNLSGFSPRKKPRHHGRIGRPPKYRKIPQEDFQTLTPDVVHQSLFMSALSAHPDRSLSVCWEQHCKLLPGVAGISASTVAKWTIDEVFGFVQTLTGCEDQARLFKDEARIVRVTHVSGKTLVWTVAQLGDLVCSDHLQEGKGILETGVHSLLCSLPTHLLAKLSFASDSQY
#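 L3MBTL1 (50 nM) pre-complexed 30 min with biotinylated H3(1-15)K9me1 peptide (75 nM), then compounds added for 30 min at room temperature; AlphaScreen streptavidin donor/nickel chelate acceptor beads (10 ug/mL final) read after 30 min dark incubation.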
# Tau fibril FP – inhibitors of human tau fibril formation. P10636. K18 P301L tau heparin fibrillization, Alexa594 FP, 6 h. Potency, µM (series often up to 57.7 µM), without a hit: top-dose activity, negative = inhibition, hits mostly inhibitors. actives 0.39% (n = 280,000); further: nearly all actives have a fitted effect of over 55% in size
# Target sequence (P10636 561-689 P618L limits assumed): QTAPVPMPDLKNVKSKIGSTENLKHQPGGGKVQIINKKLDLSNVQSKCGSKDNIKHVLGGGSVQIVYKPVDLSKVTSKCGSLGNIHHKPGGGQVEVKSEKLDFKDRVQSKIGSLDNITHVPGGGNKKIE
#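 Recombinant K18 P301L […], labeled with Alexa 594 at 0.24 uM over 15 uM unlabeled; heparin inducer 20 uM final; 37 C, 6 hr; FP endpoint.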
# KDM4E inh – blocks human JMJD2E demethylase activity. actives 1.6% (n = 230,000). Potency, µM (doses to about 57.1 µM), for inactives: at the top dose activity change, negative = inhibition, most hits filed as inhibitors. AID 2147. JMJD2E catalytic domain, FDH-coupled NADH fluorescence (FDH is formaldehyde dehydrogenase); active means well fitted inhibition curve with a large enough effect, not every such curve was filed as active; inconclusive means small, poorly fitted or top-dose-only effect, or another doubt; inactive means no such curve, though single readings can be large or run the other way;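 further: 0% = wells with enzyme and -100% = buffer wells without enzyme; nearly all actives have a fitted effect of over 50% in size; many of its hits are not listed in these tables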
# TRb SRC2 PPI – inhibitors of human thyroid hormone receptor beta-SRC2 interaction | Potency, µM (top dose mostly 106 µM), for inactives: at the top dose activity change, negative = inhibition, most hits filed as inhibitors | AID 1469 | P10828 | actives 0.065% (n = 280,000) | TRbeta-SRC2 peptide binding, fluorescence polarization; receptor liganded with 1 µM T3;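 further: plate controls were bound peptide for no effect and peptide without receptor for full effect; nearly all actives have a fitted effect of over 50% in size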
#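 A fluorescence polarization screen tested compounds at multiple concentrations against complex formation between 0.6 uM TRb ligand-binding domain and 20 nM Texas Red SRC2 peptide, with 1 uM T3 present; readout after 5 hr.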
# TR SRC2 fluor cs – counter-screen for TRb-SRC2 inhibitors: fluorescence interference. TRb/SRC2 Texas Red total fluorescence interference. Potency, µM (doses to about 106 µM), without a hit: at the highest dose fluorescence change, negative = quenching. actives 0.29% (n = 280,000). AID 1479; active means well fitted curve in either direction with a large enough effect; inconclusive means small, poorly fitted or top-dose-only effect
#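 Human TRb ligand-binding domain at 0.6 uM with 20 nM Texas Red SRC2 peptide in Tris buffer containing 1 uM T3 and 5% DMSO, incubated with compound 5 h at ambient temperature. Total fluorescence (555/632 nm) calculated as parallel + 2 × perpendicular.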
# GoLoco inh red – inhibitors of human Gai1-RGS12 GoLoco interaction (red fluorophore) | P63096 | actives 0.44% (n = 230,000) | AID 880 | Gai1:RGS12 GoLoco peptide FP, rhodamine, 10 min | Potency, µM (titrated, usually from 61.6 µM), for inactives: at the highest dose activity, negative = inhibition, usual class: inhibitors; active means well fitted inhibition curve with a large enough effect, not every such curve was filed as active; inactive means no such curve, though single readings can be large or run the other way; further: nearly all actives have a fitted effect of over 30% in size; many of its hits are not listed in these tables
# Tau ThT inhib – blocks human tau fibril formation measured by thioflavin T; P10636; recombinant tau K18 P301L, heparin-induced fibrillization, ThT fluorescence; Potency, µM (titrated, usually from 57.4 µM), without a hit: at the highest dose activity, negative = inhibition, actives largely listed as inhibitors; actives 2.1% (n = 270,000); AID 1460; further: nearly all actives have a fitted effect of over 55% in size
#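 Fibril formation assay: tau K18 P301L at 15 uM with trace Alexa 594 label, heparin inducer 20 uM, pH 7 sodium acetate buffer, 37 C for 6 hr; endpoint ThT signal.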
# * = called active by the depositor; i = inactive; ? = inconclusive; · = no result given; [ ] = another dose, or the depositor's remark. Unless noted, the call rests on the fitted dose curve; in most records, active means well fitted curve in the direction sought with a large enough effect; inconclusive means small, poorly fitted or top-dose-only effect, or another doubt; inactive means no such curve, though single readings can be large; an effect the other way counts as inactive or inconclusive. Unless noted, on the % scale 0 is the no-effect control and ±100 the full control effect; potency means the concentration at half of the fitted maximal effect. A portion of the library; rates above refer to the full screens.
SMILES,RECQ1 helicase,L3MBTL1 inh,Tau fibril FP,KDM4E inh,TRb SRC2 PPI,TR SRC2 fluor cs,GoLoco inh red,Tau ThT inhib
O=C(NNC1=C(C(=O)C(F)(F)F)CCC1)c1ccc(Br)cc1,14%,·,2%,-12%,7%,2%,10%,?
COc1ccc(C)cc1NC(=O)CN1CCN(S(=O)(=O)c2ccc(F)cc2)CC1,-4%,-2%,0%,4%,1%,-3%,6%,-5%
O=C(Cc1ccccc1)Nc1ccccc1N1CCCC1,-14%,-15%,2%,-18%,-4%,-6%,9%,-10%
Cc1ccc(N/N=C2\CS(=O)(=O)N(C)c3ccsc32)cc1,-1%,?,5%,-11%,-10%,-2%,-16%,-2%
COc1cc(OC)cc(C(=O)NC(=S)NCCc2ccccc2)c1,-16%,-16%,-13%,-8%,11%,4%,-8%,-13%
COc1cc(/C=C2\S/C(=N/S(=O)(=O)c3ccc(C)cc3)NC2=O)c([N+](=O)[O-])cc1OC,-16%,?,?,-16%,7%,-20%,-6%,14µM*
OCC1C2c3ccccc3C(c3ccccc32)C1CO (stereo unspecified),-4%,8%,-2%,-2%,-1%,0%,-6%,-6%
COc1ccccc1NC(=O)N1CCCC1C(=O)Nc1nnc(C(C)C)s1 (stereo unspecified),i,·,-5%,7%,-2%,-2%,4%,0%
O=C(CCCN1C(=O)CCC1=O)Nc1cccc(C(F)(F)F)c1,-3%,·,7%,-2%,-7%,-1%,-10%,7%
CCc1ccc(NC(=O)c2cc(C(C)=O)n3ccccc23)cc1,·,·,-17%,·,7%,0%,·,2%
COCCn1c(SCC(=O)Nc2sccc2C(N)=O)nc2cc(Cl)ccc2c1=O,-1%,-8%,-8%,?,6%,-6%,·,-16%
O=C(NCCO)c1ccc(-c2nnc(N3CCOCC3)c3ccccc23)cc1,1%,5%,0%,-1%,1%,-3%,10%,-9%
CC(C)(C)NC(=O)NC(=O)Cn1cc(C(F)(F)F)ccc1=O,-15%,2%,-7%,11%,-13%,0%,4%,-3%
C#CCn1ccc(O)c(Cc2c(F)cccc2Cl)c1=O,5%,2%,1%,13%,-10%,1%,17%,-1%
CN(C)C(=O)c1cn(-c2ccccc2)nc1-c1cc2ccccc2o1,16%,?,6%,9%,6%,-3%,1%,-5%
Cc1ccc(OCC(=O)Nc2ccccc2N2CCCC2)c(C)c1,i,-26%,-7%,5%,-11%,-1%,21%,?
CCN(CC)Cc1c(O)ccc2c(=O)c(Oc3ccccc3OC)coc12,-1%,-3%,1%,?,1%,-4%,6%,-14%
CCC(Sc1nc2ccccc2c(=O)n1CC1CCCO1)C(=O)NCc1cccnc1 (stereo unspecified),i,-10%,5%,8%,-1%,-1%,7%,-14%
C=CCN1C(=O)c2oc3ccccc3c(=O)c2C1c1ccc(O)c(OC)c1 (stereo unspecified),-12%,-2%,-8%,-15%,2%,-1%,1%,-4%
N#CCc1ccc(NC(=O)/C=C/c2ccc([N+](=O)[O-])o2)cc1,?,4µM*,?,3%,-9%,-2%,-4%,11µM*
CCOC(=O)C(=O)Cc1nc2ccccc2s1,-2%,0%,-1%,?,5%,4%,5%,?
Cc1ccc(Cn2ccnc2SCC(=O)Nc2nc3ccccc3s2)cc1,·,·,-5%,·,4%,?,·,?
CNCc1cn2cc(Cl)ccc2n1,-7%,-1%,3%,?,-21%,-4%,1%,-6%
COc1ccc(-c2c[n+]3c(n2-c2ccccc2)CCCCC3)cc1,-3%,-4%,5%,4%,2%,0%,4%,4%
CCOC(=O)C1=C(CN2CCN(c3cccc(Cl)c3)CC2)NC(=O)NC1c1ccc(Cl)cc1 (stereo unspecified),·,·,-11%,·,-2%,-1%,·,-7%

# A section taken from the entries so far, for reference:
SMILES,RECQ1 helicase,L3MBTL1 inh,Tau fibril FP,KDM4E inh,TRb SRC2 PPI,TR SRC2 fluor cs,GoLoco inh red,Tau ThT inhib
O=C(NNC1=C(C(=O)C(F)(F)F)CCC1)c1ccc(Br)cc1,14%,·,2%,-12%,7%,2%,10%,?
COc1ccc(C)cc1NC(=O)CN1CCN(S(=O)(=O)c2ccc(F)cc2)CC1,-4%,-2%,0%,4%,1%,-3%,6%,-5%
O=C(Cc1ccccc1)Nc1ccccc1N1CCCC1,-14%,-15%,2%,-18%,-4%,-6%,9%,-10%
Cc1ccc(N/N=C2\CS(=O)(=O)N(C)c3ccsc32)cc1,-1%,?,5%,-11%,-10%,-2%,-16%,-2%
COc1cc(OC)cc(C(=O)NC(=S)NCCc2ccccc2)c1,-16%,-16%,-13%,-8%,11%,4%,-8%,-13%

# (cont.)
SMILES,RECQ1 helicase,L3MBTL1 inh,Tau fibril FP,KDM4E inh,TRb SRC2 PPI,TR SRC2 fluor cs,GoLoco inh red,Tau ThT inhib
Cc1ccc(C2=NCCNC2=O)c(C)c1,0%,4%,2%,4%,-1%,1%,2%,-2%
Cc1ccc(Cl)cc1Nc1nn2c(=O)c3ccc(C(=O)NCc4ccc(F)cc4)cc3nc2s1,·,·,-11%,·,-2%,1%,·,1%
CCCCNC(=O)CSc1nnc(Cc2ccccc2)n1CC,-8%,-2%,4%,-2%,-2%,1%,7%,-3%
CCC(C)NC(=O)Cn1c(=O)cc(-c2ccccc2)c2c(C)nn(C)c21 (stereo unspecified),·,·,3%,·,0%,-2%,·,-5%
COc1cccc(C2CC(c3ccccc3OC)n3ncnc3N2)c1 (stereo unspecified),7%,?,-3%,3%,8%,2%,-36%,5%
CN(C(=O)COC(=O)c1ccc[nH]c1=O)C1CCCCC1,-12%,7%,6%,?,3%,-1%,-2%,2%
CCOC(=O)c1cc2c(ccn2C)n1CC(=O)N1CCN(c2ccccc2OC)CC1,-7%,-4%,9%,?,-7%,-3%,7%,?
COc1ccccc1OCCn1c(NC(=O)c2ccccc2Cl)nc2ccccc21,·,·,-5%,·,4%,?,·,-12%
CC1(C)C(=O)C2(CCCC2)C(=O)OC1c1ccco1 (stereo unspecified),0%,·,-2%,5%,9%,3%,-1%,1%
CCCn1cnc2c(c1=O)c1nc3ccccc3nc1n2Cc1ccccc1OC,0%,4%,-3%,4%,-17%,0%,17%,-14%
CCOC(=O)N1CCC(NC(=O)CCc2cn(C)c3ccccc23)CC1,-1%,-8%,4%,-30%,-2%,2%,2%,-14%
CC(C)NC(=S)NCc1cccnc1,-15%,-5%,-10%,13%,-4%,1%,-11%,-3%
COc1ccc(/C=C2\CCCC(C(=O)C(F)(F)F)=C2O)cc1OC,-14%,·,?,25µM*,-13%,-2%,-9%,16µM*
O=C(Nc1nnc(S(=O)(=O)N2CCCCC2)s1)c1ccccc1Br,·,1%,3%,·,-6%,-20%,·,?
CNc1nc(C)c(C(C)(C)C)s1,-3%,-7%,-1%,-6%,9%,0%,0%,-6%
O=C(c1ccc(-n2cccc2)cc1)N1CCN(Cc2ccccc2)CC1,i,-10%,2%,5%,6%,0%,4%,-2%
COc1ccc(NS(=O)(=O)c2cccc(C(=O)N/N=C/c3ccc4c(c3)OCCO4)c2)cc1,i,-8%,7%,-1%,7%,0%,4%,12%
CC(/C=N/NC(=O)c1n[nH]c2c1CCC2)=C\c1ccccc1,i,·,-5%,3%,-1%,-8%,7%,?
Cc1ccc(C(=O)NC(=S)Nc2cccc(NC(=O)c3ccccc3Cl)c2)cc1[N+](=O)[O-],-2%,-14%,4%,2%,0%,1%,3%,-18%
COc1ccc(CNC(=O)CCCn2c(=O)c3cccn3c3cccnc32)cc1,·,·,-15%,·,4%,-2%,·,-13%
Cc1o[nH]c(=O)c1CC[C@H](N)C(=O)O,-9%,·,1%,-9%,4%,-1%,0%,-10%
COc1cccc(C2C(C#N)=C(N)Oc3c2oc(CO)cc3=O)c1 (stereo unspecified),4%,?,-2%,-10%,-2%,-6%,8%,-1%
CC1CCN(c2ncnc3c2cnn3-c2ccc(F)cc2)CC1,·,·,-9%,·,1%,-2%,·,?
O=C(CC1c2ccccc2Oc2ccccc21)Nc1ccccc1F,-15%,13%,6%,-3%,-2%,-3%,1%,1%
O=C(CCCn1c(=S)[nH]c2cc3c(cc2c1=O)OCO3)N1CCN(C2CCCCC2)CC1,1%,3%,4%,-5%,10%,2%,-1%,?
# (further entries)
SMILES,RECQ1 helicase,L3MBTL1 inh,Tau fibril FP,KDM4E inh,TRb SRC2 PPI,TR SRC2 fluor cs,GoLoco inh red,Tau ThT inhib
COCCCNc1nc2nonc2nc1N(C)CC1CCCN1C (stereo unspecified),-3%,2%,-2%,6%,3%,-3%,9%,-13%
COc1ccc(CCNC(=O)c2cc(-c3ccccc3)on2)cc1OC,-1%,·,-7%,9%,-1%,-3%,1%,-17%
COc1ccc(-c2cc(C(=O)N3CCN(c4ccccc4)CC3)c3ccccc3n2)cc1,-17%,1%,5%,?,1%,0%,3%,1%
CCCCn1nnnc1SCC(=O)N1CCOCC1,-14%,-1%,1%,-1%,-6%,-5%,6%,-2%
CCCc1cc(=O)[nH]c(Nc2ccc(N3CCCCC3)cc2)n1,0%,6%[11.4 µM],10%,0%,-5%,-2%,5%,-16%
Fc1ccc(-c2ccc(/C=N\n3cnnc3)o2)cc1Cl,-3%,0%,5%,-6%,6%,-1%,4%,-9%
Cc1cc(C)cc(NC(=O)CCCN2C(=O)COc3ccc(C)cc32)c1,·,·,-1%,·,9%,-3%,·,-14%
Cc1ccc(S(=O)(=O)Cn2nnnc2C(c2ccc(F)cc2)N2CCC(C(N)=O)CC2)cc1 (stereo unspecified),2%,·,-2%,2%,-6%,0%,0%,-14%
CC(C)CC(=O)Nc1nnc(S(=O)(=O)N(C)Cc2ccc(Cl)cc2)s1,·,·,-6%,·,1%,0%,·,1%
Cc1nn(-c2cccc(Cl)c2)c2nc(-c3ccncc3)cc(C(=O)N3CCOCC3)c12,-11%,-1%,0%,?,-8%,-2%,-5%,-11%
COc1ccc(-n2nc(C(=O)NCC(=O)Nc3cccc(NC(C)=O)c3)c3ccccc3c2=O)cc1,0%,8%,13%,?,-2%,2%,-10%,14%
COc1ccc(-c2nnc(SCc3ccccc3)n2N)cc1,-3%,-3%,-1%,4%,-1%,2%,-8%,-9%
N#Cc1ccsc1NC(=O)COC(=O)c1cc2ccccc2cc1O,i,-3%,-2%,3%,5%,1%,13%,-13%
CCOc1ccccc1NC(=O)Cn1c(=O)ccc2cc(S(=O)(=O)N3CCC(C)CC3)ccc21,·,·,-2%,·,2%,-5%,·,1%

# High-throughput results deposited in PubChem by National Center for Advancing Translational Sciences (NCATS).
